Screening results from PubChem BioAssay.
D2 agonist = D2 dopamine receptor (human) agonism | HEK293 T-REx D2 cells, calcium flux agonist mode | activation, % at 2 µM | 340,000 compounds, 0.53% hits;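 active = activation over 3 SD above normal in the single-dose calcium agonist read, cut at about 30% in these data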; also: 0% is about no effect
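HEK293 Trex D2 cells, tetracycline-induced, o/n 30 C 5% CO2; no-wash Ca dye, RT 30–90 min; 10-cycle baseline, 23 nl cpd added, kinetic Ca read 180 s; agonist hits = positive Ca response.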
TRHR PAM = allosteric enhancers of human TRH receptor | P34981 | TRHR cells, fluo-8 calcium fluorescence, EC20 TRH enhancement | enhancement, % at 2 µM | 360,000 compounds, 0.66% hits; in the data active = enhancement above about 30%; also: 0% is about no effect
Target sequence (P34981 whole entry, looked up): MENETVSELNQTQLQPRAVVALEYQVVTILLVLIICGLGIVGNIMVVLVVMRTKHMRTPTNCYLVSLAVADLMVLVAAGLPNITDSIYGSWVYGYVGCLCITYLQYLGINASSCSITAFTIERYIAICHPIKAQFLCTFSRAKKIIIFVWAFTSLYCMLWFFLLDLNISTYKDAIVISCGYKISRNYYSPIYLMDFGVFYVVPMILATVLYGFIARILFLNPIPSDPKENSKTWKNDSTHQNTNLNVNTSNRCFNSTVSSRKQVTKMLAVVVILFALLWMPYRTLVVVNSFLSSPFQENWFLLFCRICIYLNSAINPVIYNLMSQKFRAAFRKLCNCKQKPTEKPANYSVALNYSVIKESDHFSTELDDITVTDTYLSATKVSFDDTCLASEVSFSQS
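TRHR-expressing cells loaded with fluo-8 calcium dye were read kinetically (ex 480/em 530) during compound addition, then stimulated with an EC20 of TRH (10 nM final). Enhancement of the Gq-mediated intracellular calcium response was scored.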
RXFP1 antag = blocks the human relaxin receptor RXFP1; HEK293-RXFP1, relaxin-stimulated cAMP HTRF, 30 min; stronger effect = lower value; activity change, negative = inhibition, % at 57.5 µM; Q9HBX9; AID 1259400; 350,000 compounds, 0.59% hits;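 active = activity change of -60% or lower, but not beyond a set lower limit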; also: % is scaled to controls: 0 for no effect and ±100 for the full control effect
D1 PAM = human D1 dopamine receptor positive modulation; AID 504651; 360,000 compounds, 0.036% hits; potentiation, % at 10 µM; P21728; HEK293 TREx D1 cells, calcium flux, dopamine EC20 potentiation; in the data active = potentiation above about 30%; also: 0% is about no effect
Target sequence (P21728 whole entry, looked up): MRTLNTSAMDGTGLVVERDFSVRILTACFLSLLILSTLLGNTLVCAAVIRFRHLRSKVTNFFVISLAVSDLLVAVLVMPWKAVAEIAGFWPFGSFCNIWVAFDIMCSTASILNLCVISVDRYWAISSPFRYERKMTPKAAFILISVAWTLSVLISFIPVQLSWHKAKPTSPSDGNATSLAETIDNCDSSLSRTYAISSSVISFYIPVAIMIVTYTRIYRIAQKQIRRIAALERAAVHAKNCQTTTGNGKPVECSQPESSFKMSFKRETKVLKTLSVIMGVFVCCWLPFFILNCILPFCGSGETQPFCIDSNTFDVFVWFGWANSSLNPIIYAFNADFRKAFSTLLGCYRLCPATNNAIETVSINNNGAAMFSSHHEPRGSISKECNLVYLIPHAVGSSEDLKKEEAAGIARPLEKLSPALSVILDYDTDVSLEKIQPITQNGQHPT
D2 potentiator = D2 dopamine receptor (human) potentiation | 340,000 compounds, 0.34% hits | potentiation, % at 10 µM | HEK293 T-REx D2, calcium flux, EC20 dopamine potentiation | AID 485347 | P14416;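 active = potentiation over 3 SD above the plate norm, cut at about 30% in these data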; also: 0% is about no effect
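Tetracycline-induced Hek293 Trex D2 cells, force-coupled to calcium, loaded with no-wash calcium dye. Compound added with 180 s kinetic read for agonism, then EC20 dopamine and a further 180 s read for potentiation.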
D1 antag = blocks dopamine activation of the human D1 receptor; HEK293 TREx D1 cells, calcium flux, dopamine EC80; stronger effect = lower value; activity change, negative = inhibition, % at 10 µM; 360,000 compounds, 3.2% hits; AID 504652; in the data active = activity change below about -30%; also: % is scaled to controls: 0 for no effect and ±100 for the full control effect
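After overnight tetracycline induction at 30 C, force-coupled D1 HEK293 cells took up a no-wash calcium dye at room temperature. Compounds were added and monitored 180 s, and the response to EC80 dopamine was then recorded.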
D2 antagonist = antagonizes the human D2 dopamine receptor; P14416; HEK293 TREx D2 cells, calcium flux, dopamine EC80; inhibition, % at 10 µM; 340,000 compounds, 2% hits; AID 485344; in the data active = inhibition above about 30%; also: 0% is about no effect
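Antagonism is scored as inhibition of an EC80 dopamine-evoked calcium signal in a force-coupled, tetracycline-inducible HEK293 T-REx D2 line, with compound present 180 s before agonist.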
TRHR agonist = TRH receptor (human) agonism; AID 493084; 360,000 compounds, 0.18% hits; TRHR cells, calcium flux fluo-8, FDSS agonist mode; P34981; activation, % at 2 µM; also: 0% is about no effect
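Agonist-mode FDSS calcium read (Ex 480/Em 530, 1 s cycles) in 1536-well TRHR cells with fluo-8 dye, after 10-cycle baseline and 23 nL compound addition; TRH at EC20 (10 nM final) added afterwards for the enhancer phase.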
D1 ag = activates the human D1 dopamine receptor; 360,000 compounds, 1% hits; AID 504660; P21728; HEK293 T-REx D1 cells, calcium flux, agonist mode; activation, % at 2 µM; also: 0% is about no effect
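Tetracycline-induced HEK293 TREx D1 cells, force-coupled to calcium signalling, were dye-loaded with a no-wash calcium kit. Compound was pin-added after a 10 s baseline. Fluorescence was read kinetically at 1 cycle/s for 180 s, with calcium rises flagged as agonism.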
Active calls of the source: *. Rule as the data show it, unless noted: active = activation above about 30%; inactive = the rest. Not a hit list; 7.1% or so of the library scored in one or more.

`Cc1cc(C)nc(-n2nc(C)c(Br)c2Nc2ccc(Br)cc2)n1` gave D2 agonist -0.4, TRHR PAM 5, RXFP1 antag -8, D1 PAM 5, D2 potentiator 9, D1 antag 9, D2 antagonist -10, TRHR agonist -0.8 and D1 ag 0.
Screening CCOc1ccc(Nc2nnc(-n3nc(C)cc3C)c3ccccc23)cc1 returned D2 agonist -0.9, TRHR PAM 4, RXFP1 antag 0, D1 PAM -3, D2 potentiator 18, D1 antag -2, TRHR agonist -0.7 and D1 ag 1.
`Cc1ccc(CNC(=O)C2CCCN(S(=O)(=O)c3cccc4nonc34)C2)cc1` (configuration not stated) gave D2 agonist -2.5, TRHR PAM 6, RXFP1 antag -27, D1 PAM 3, D2 potentiator 21, D1 antag 1, D2 antagonist 1, TRHR agonist -2.1 and D1 ag 0.
Screening CCOc1cc2c(cc1OCC)C(CC(=O)O)N(C(=O)Nc1ccccc1C(F)(F)F)CC2 (configuration not stated) returned D2 agonist 1.7, TRHR PAM 3, RXFP1 antag 10, D1 PAM 2, D2 potentiator -5, D1 antag -4, TRHR agonist 1.6 and D1 ag 0.
For CCOC(=O)c1c(C)[nH]c(C(=O)N2CCN(C(=O)OCC)CC2)c1C the results were D2 agonist 0.6, TRHR PAM -2, RXFP1 antag -27, D1 PAM -2, D2 potentiator -26, D1 antag 13, D2 antagonist -5, TRHR agonist -0.2 and D1 ag -1.
COc1ccc(-c2nnnn2C)cc1S(=O)(=O)NCc1ccccc1 was read as D2 agonist -0.4, TRHR PAM -2, RXFP1 antag -6, D1 PAM 0, D2 potentiator -8, D1 antag -55*, D2 antagonist 4, TRHR agonist 0.2 and D1 ag 3.
For CCC1CCCCN1CCCNC(=O)CSc1nc2nc(C)c(Cc3ccc(C)cc3)c(C)n2n1 (configuration not stated) the results were D2 agonist 1.2, TRHR PAM -3, RXFP1 antag -1, D1 PAM -10, D2 potentiator 0, D1 antag 1, D2 antagonist 2, TRHR agonist -0.2 and D1 ag 4.
For c1ccc(-n2nnc3c(N4CCOCC4)ncnc32)cc1 the results were D2 agonist 0.2, TRHR PAM -2, RXFP1 antag 10, D1 PAM -9, D2 potentiator -1, D1 antag -14, D2 antagonist 9, TRHR agonist 0.0 and D1 ag 6.
`COC(=O)C1=C2SCC(=O)N2C(N)=C(C#N)C1` gave D2 agonist 0.0, TRHR PAM -2, RXFP1 antag 5, D1 PAM 9, D2 potentiator 1, D1 antag 1, D2 antagonist 6, TRHR agonist -0.2 and D1 ag 2.
Screening Cc1ccc(Cn2ccc(NC(=O)c3cc(-c4ccc(Cl)c(Cl)c4)on3)n2)cc1 returned D2 agonist 0.6, TRHR PAM 5, RXFP1 antag 6, D1 PAM 1, D2 potentiator -2, D1 antag 8, TRHR agonist 1.5 and D1 ag 1.
`O=C(c1cccs1)N1CCN(c2ncc(C(F)(F)F)cc2Cl)CC1` gave D2 agonist 3.5, TRHR PAM 0, RXFP1 antag -4, D1 PAM -8, D2 potentiator -2, D1 antag -13, D2 antagonist 19, TRHR agonist 0.1 and D1 ag -1.
Screening Cc1ccccc1-c1nnc(SCC(=O)N(C)C2CCCCC2)o1 returned D2 agonist -0.4, TRHR PAM -1, RXFP1 antag -4, D1 PAM 1, D2 potentiator 8, D1 antag 1, TRHR agonist -0.4 and D1 ag 0.
For Cc1ccc(S(=O)(=O)NCCC(=O)N2CCCCCCC2)cc1C the results were D2 agonist -0.7, TRHR PAM -1, RXFP1 antag 1, D1 PAM -3, D2 potentiator 2, D1 antag 3, D2 antagonist 5, TRHR agonist 0.4 and D1 ag 2.
CC(C)N1CCC(N2CCN(Cc3ccc(-c4ccc(Cl)cc4)o3)CC2CCO)CC1 (configuration not stated) was read as D2 agonist 0.2, TRHR PAM 0, RXFP1 antag -21, D1 PAM -6, D2 potentiator -5, D1 antag -5, D2 antagonist 18, TRHR agonist 0.4 and D1 ag 0.
CCN1CCN(C(CNS(=O)(=O)c2ccccc2)c2ccccc2)CC1 (configuration not stated) was read as D2 agonist 1.2, TRHR PAM 3, RXFP1 antag 6, D1 PAM -12, D2 potentiator 3, D1 antag 3, D2 antagonist -6, TRHR agonist 0.3 and D1 ag 2.
`Cc1ccc2oc(C(=O)NCC3CCOCC3)c(C)c2c1` gave D2 agonist -0.5, TRHR PAM 13, RXFP1 antag -2, D1 PAM 3, D2 potentiator -7, D1 antag -7, D2 antagonist 0, TRHR agonist -1.3 and D1 ag 1.
Cc1nc2ccccc2c(=O)n1NC(=O)c1ccccc1Cl was read as D2 agonist -0.6, TRHR PAM -4, RXFP1 antag 0, D1 PAM -8, D2 potentiator 6, D1 antag 8, D2 antagonist 2, TRHR agonist 0.6 and D1 ag 0.
For CC(C)(/C=N/NC(=O)CSCc1ccc(Cl)cc1)CCC#N the results were D2 agonist -0.1, TRHR PAM -4, RXFP1 antag -34, D1 PAM -3, D2 potentiator 1, D1 antag 1, D2 antagonist -1, TRHR agonist 0.3 and D1 ag 0.
For O=C(CNC(=O)c1cccc(F)c1)N/N=C/C=C/c1ccccc1 the results were D2 agonist -1.5, TRHR PAM 2, RXFP1 antag 6, D1 PAM -11, D2 potentiator -2, D1 antag -29, D2 antagonist -7, TRHR agonist -1.3 and D1 ag 1.
Screening CCN(C(=O)CSc1nnc(-c2ccc(Cl)cc2)o1)c1ccccc1 returned D2 agonist -1.6, TRHR PAM -3, RXFP1 antag -7, D1 PAM -1, D2 potentiator 0, D1 antag -16, TRHR agonist 0.4 and D1 ag 6.
Screening CC(C(=O)Nc1cc(C(F)(F)F)ccc1N1CCOCC1)N1C(=O)C2CC=CCC2C1=O (configuration not stated) returned D2 agonist 0.5, TRHR PAM -2, RXFP1 antag 4, D1 PAM -2, D2 potentiator -2, D1 antag 5, D2 antagonist 16, TRHR agonist -0.1 and D1 ag 0.
For CCCN(CC(=O)Nc1ccc(F)c(F)c1F)C(=O)C1=COCCO1 the results were D2 agonist -0.1, TRHR PAM 0, RXFP1 antag 15, D1 PAM -2, D2 potentiator 0, D1 antag 8, D2 antagonist 9, TRHR agonist 0.2 and D1 ag 7.
Screening CC(C)(C)c1ccc(NC(=O)c2ccccc2)c([N+](=O)[O-])c1 returned D2 agonist 2.8, TRHR PAM 5, RXFP1 antag 4, D1 PAM 0, D2 potentiator 33*, D1 antag 3, D2 antagonist 15, TRHR agonist -2.8 and D1 ag 9.
Screening COc1ccc(-n2c(C)c(C(C)=O)c3cc(O)ccc32)cc1 returned D2 agonist -0.8, TRHR PAM -1, RXFP1 antag -11, D1 PAM -5, D2 potentiator 9, D1 antag -20, D2 antagonist -5, TRHR agonist -1.7 and D1 ag 6.

Ordered by molecular weight (ascending): some entries from above
`Cc1ccc2oc(C(=O)NCC3CCOCC3)c(C)c2c1` gave D2 agonist -0.5, TRHR PAM 13, RXFP1 antag -2, D1 PAM 3, D2 potentiator -7, D1 antag -7, D2 antagonist 0, TRHR agonist -1.3 and D1 ag 1.
For Cc1ccc(S(=O)(=O)NCCC(=O)N2CCCCCCC2)cc1C the results were D2 agonist -0.7, TRHR PAM -1, RXFP1 antag 1, D1 PAM -3, D2 potentiator 2, D1 antag 3, D2 antagonist 5, TRHR agonist 0.4 and D1 ag 2.
Screening CCN(C(=O)CSc1nnc(-c2ccc(Cl)cc2)o1)c1ccccc1 returned D2 agonist -1.6, TRHR PAM -3, RXFP1 antag -7, D1 PAM -1, D2 potentiator 0, D1 antag -16, TRHR agonist 0.4 and D1 ag 6.

(more compounds)
Cc1ccc(-c2noc(CCC(=O)N(C)c3ccccc3F)n2)cc1 was read as D2 agonist 1.1, TRHR PAM 3, RXFP1 antag 0, D1 PAM -2, D2 potentiator 4, D1 antag 7, TRHR agonist -0.5 and D1 ag 9.
For O=C1CNC(=O)c2c(nc3n2CCC3)N1 the results were TRHR PAM -9, RXFP1 antag -4, D1 PAM 2, D1 antag -14, TRHR agonist 0.0 and D1 ag 6.
For O=S(=O)(c1cc(Cl)ccc1Cl)n1nnc2ccccc21 the results were D2 agonist -0.1, TRHR PAM -11, RXFP1 antag 1, D1 PAM -6, D2 potentiator -3, D1 antag 0, D2 antagonist -5, TRHR agonist 0.3 and D1 ag 0.
For Cc1ccc(SCC(=O)OCC(=O)NCc2cccs2)cc1C the results were D2 agonist 0.2, TRHR PAM -1, RXFP1 antag -1, D1 PAM 1, D2 potentiator 7, D1 antag 23, D2 antagonist -3, TRHR agonist -0.4 and D1 ag 1.
For O=C(CN1C(=O)CSC1=O)N1CCCCC1 the results were D2 agonist 0.9, TRHR PAM 4, RXFP1 antag 9, D1 PAM -4, D2 potentiator 5, D1 antag 5, D2 antagonist -2, TRHR agonist 0.4 and D1 ag 0.
`CCN(CC)c1ccc(CNc2nnnn2C)cc1` gave D2 agonist -0.8, TRHR PAM -4, RXFP1 antag -1, D1 PAM 2, D2 potentiator 1, D1 antag -2, D2 antagonist 1, TRHR agonist 0.0 and D1 ag 5.
For Cc1ccc(NC(=O)CC2S/C(=N/N=C/c3ccco3)NC2=O)cc1Cl (configuration not stated) the results were D2 agonist 0.7, TRHR PAM 1, RXFP1 antag -15, D1 PAM -1, D2 potentiator -2, D1 antag 8, D2 antagonist 33*, TRHR agonist 0.1 and D1 ag 4.
`O=C(O)COc1c(F)c(F)c(C(F)(F)F)c(F)c1F` gave D2 agonist 0.6, TRHR PAM -9, RXFP1 antag -16, D1 PAM -1, D2 potentiator -12, D1 antag -6, D2 antagonist 7, TRHR agonist 2.1 and D1 ag 7.
CCc1nnc(NC(=O)CN2CCN(Cc3cccc(Cl)c3)CC2)s1 was read as D2 agonist -1.1, TRHR PAM 8, RXFP1 antag -15, D1 PAM -2, D2 potentiator -6, D1 antag -4, D2 antagonist -10, TRHR agonist -1.6 and D1 ag 2.
Screening Cc1cccc(OCCCC(=O)Nc2ccc(S(N)(=O)=O)cc2)c1C returned D2 agonist 0.2, TRHR PAM 10, RXFP1 antag -6, D1 PAM -2, D2 potentiator -8, D1 antag -13, D2 antagonist 4, TRHR agonist 0.5 and D1 ag 4.
O=C(Cn1cnc2scc(-c3ccccc3)c2c1=O)N1CCOCC1 was read as D2 agonist 1.0, TRHR PAM 1, RXFP1 antag -2, D1 PAM -8, D2 potentiator -5, D1 antag 6, D2 antagonist -24, TRHR agonist 0.1 and D1 ag 0.
CCC1CCC2(CC1)NNC(=S)NN2 was read as D2 agonist 0.3, TRHR PAM 2, RXFP1 antag 8, D1 PAM 2, D2 potentiator 0, D1 antag 14, D2 antagonist -7, TRHR agonist 0.3 and D1 ag 0.
`COc1ccnc(N=CNOCc2cccc(Cl)c2Cl)c1C#N` gave D2 agonist 0.9, TRHR PAM -1, RXFP1 antag 7, D1 PAM -5, D2 potentiator -6, D1 antag -58*, D2 antagonist 15, TRHR agonist -0.5 and D1 ag 0.
